# Screening data (PubChem BioAssay)
# TNAP activation fold – human TNAP enzyme activators, primary screen, biochemical, luminescent, no phosphate acceptor, uHTS (AID 1001); one-dose activation fold at 20 µM; EC50 in µM for titrated hits; 200,000 tested, 0.03% active; Alkaline phosphatase, tissue-nonspecific isozyme (Homo sapiens); purified TNAP, luminescent activation assay, no phosphate acceptor; higher activation fold means a stronger effect; in the data active = activation fold from about 3, or a potency from the dose series; inactive = the rest, 99 in 100 with activation fold below about 1.6; also: many of its hits are not listed in these tables
# XIAP antagonists – XIAP antagonists, biochemical, IAP family, fluorescence polarization (AID 1018). XIAP BIR domain, fluorescence polarization peptide displacement; higher % means a stronger effect. 200,000 tested, 0.007% active. displacement, % at 20 µM, or IC50 in µM where a hit was titrated. E3 ubiquitin-protein ligase XIAP (Homo sapiens); in the data active = displacement above about 50%; also: a part of the inactive calls stands beside numbers as strong as those of hits
# P. falciparum M17LAP – P. falciparum M17LAP inhibitors, primary screen, biochemical, fluorogenic H-Leu-NHMec substrate, 1536-well (AID 1619); recombinant M17LAP, H-Leu-NHMec fluorogenic kinetic assay; higher % means a stronger effect; Leucine aminopeptidase (Plasmodium falciparum (isolate 3D7)); inhibition, % at 30 µM, or IC50 in µM where a hit was titrated; 220,000 tested, 0.38% active;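 active = compound inhibiting the enzyme by more than half at any dose during confirmatory dose-response retesting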;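 also: plate controls were full reaction with DMSO carrier for no effect and no enzyme background for full effect; strong numbers were not always called active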
# PMI inhibitors – inhibitors of human PMI, primary screen, biochemical, fluorescence intensity, coupled assay (AID 1209). Mannose-6-phosphate isomerase (Homo sapiens). purified PMI enzyme, coupled fluorescence intensity; higher % means a stronger effect. inhibition, % at 20 µM, or IC50 in µM where a hit was titrated. 190,000 tested, 0.42% active;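 also: plate controls were DMSO vehicle for no effect and wells lacking substrate for full effect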
# PMI inhibition – human PMI inhibitors, high substrate, primary screen, biochemical, fluorescence intensity, high mannose 6-phosphate (AID 1220); Mannose-6-phosphate isomerase (Homo sapiens); 190,000 tested, 0.66% active; recombinant PMI enzyme, coupled fluorescence intensity; higher % means a stronger effect; inhibition, % at 20 µM; hits with a dose series show IC50 in µM
# LYP phosphatase – inhibitors of LYP phosphatase, biochemical, fluorescence intensity, uHTS (AID 1779) | one-dose inhibition, % at 11.5 µM; IC50 in µM for titrated hits | recombinant LYP phosphatase, fluorescence intensity; higher % means a stronger effect | Tyrosine-protein phosphatase non-receptor type 22 (Homo sapiens) | 290,000 tested, 0.054% active;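 also: plate controls were vehicle with enzyme for no effect and no enzyme for full effect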
# CSM14.1 death rescue – rescue of cells from ER stress-induced death, primary screen, 384-well, CSM14.1, thapsigargin, ATP luminescence (AID 1222) | CSM14.1 thapsigargin-induced death rescue, ATP luminescence; higher % means a stronger effect | one-dose cellular ATP content (survival), % at 20 µM; EC50 in µM for titrated hits | 190,000 tested, under 10 active;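 active = EC50 below 50 µM in the dose-response confirmation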;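 also: death triggered by thapsigargin at about 15 µM added after 2 h compound pretreatment; cell ATP read after overnight thapsigargin exposure of roughly 18 to 22 hours; normalized against plate controls of thapsigargin alone and 5% DMSO vehicle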
# P. falciparum M1AAP – P. falciparum M1AAP inhibitors, biochemical, fluorogenic H-Leu-NHMec substrate, 1536-well (AID 1445); Aminopeptidase N (Plasmodium falciparum (isolate 3D7)); recombinant M1AAP, H-Leu-NHMec fluorogenic kinetic assay; higher % means a stronger effect; inhibition, % at 30 µM, or IC50 in µM where a hit was titrated; 220,000 tested, 0.42% active;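 active = primary inhibition above the hit cutoff, then over 50% inhibition at one or more dose response concentrations, cut at about 23% in these data, passing the limit was not always enough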;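 also: plate controls were DMSO full reaction for no effect and no enzyme background for full effect; strong numbers were not always called active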
# Myeloid diff 2 – induction of myeloid progenitor differentiation, primary screen, cell-based, flow cytometry, MLPCN library; ER-HoxA9 myeloid progenitors, lysozyme-GFP differentiation; calls only at 10 µM; 360,000 tested, 1% active; AID 624256, 2012;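 active = normalized GFP-positive differentiation at or above the plate's own cutoff, the solvent-only control mean plus 3 SD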;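 also: cells exposed to compound for four days before flow analysis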
# Myeloid diff 2 GFP+ MAC1+ % – recorded beside Myeloid diff 2, whose call it bears; GFP+ MAC1+ double positive, %; measured here: differentiation confirmed by MAC1 staining
# An asterisk follows results filed as active; i = inactive; . = not tested or not shown. Rule as the data show it, unless noted: active = inhibition above about 50%; inactive = the rest.
SMILES,TNAP activation fold,XIAP antagonists,P. falciparum M17LAP,PMI inhibitors,PMI inhibition,LYP phosphatase,CSM14.1 death rescue,P. falciparum M1AAP,Myeloid diff 2,Myeloid diff 2 GFP+ MAC1+ %
O=S(=O)(c1ccc(F)cc1)c1nc(-c2ccco2)oc1Nc1ccccc1,1.1,-3.2%,-5.8%,-3.5%,-5.6%,3.3%,-1.8%,2.0%,i,0.2
CCOC(=O)c1csc(N)c1-c1ccc([N+](=O)[O-])cc1,.,.,11.2%,.,.,-3.9%,.,3.2%,i,0.9
COCCNC(=S)NC1CC2CCCC(C1)N2Cc1ccco1 (stereo not drawn),1,-3.2%,-1.2%,0.3%,-2.1%,-12.1%,-0.3%,1.2%,i,2.5
O=c1c(-c2ccccc2)c(O)nc(SCCN2CCOCC2)n1-c1ccccc1,1,-2.1%,31.0%,2.0%,1.7%,-1.8%,-1.7%,2.7%,i,0.4
Nc1nc(-c2ccccc2)c(N=Nc2ccc(Cl)cc2)s1,0.8,-20.5%,2.5%,27.2%,-1.8%,3.6%,-2.0%,-6.8%,i,0.8
Cc1[nH]c2ccccc2c1Cc1nnc(SCCC#N)o1,1.1,-1.3%,16.9%,0.9%,-1.1%,-6.7%,2.3%,-0.1%,i,0.7
CC(C)(C)C(=O)OCCn1c(=O)c2cc3c(=O)n(CCOC(=O)C(C)(C)C)c(=O)c3cc2c1=O,1.1,-4.4%,2.9%,-3.0%,-0.3%,-3.9%,-0.1%,-3.1%,i,1.4
CN(C)/C=C(/C(=O)c1ccccc1)n1cncn1,1,8.2%,0.0%,-10.0%,-8.5%,-2.0%,0.0%,-1.6%,i,0.1
O=C(NC1CCCC1)C(c1ccncc1)N(CC1CCCO1)C(=O)Cn1nnc(-c2cccs2)n1 (stereo not drawn),1.1,-4.4%,13.0%,5.2%,3.4%,-2.3%,-0.6%,1.8%,i,1.0
COc1cccc(/C=N/NC(=O)NC2CCCCC2)c1O,.,.,-7.0%,.,.,0.5%,.,4.9%,i,0.3
COc1coc(C(O)CN)cc1=O (stereo not drawn),1.1,-3.7%,-0.9%,-5.3%,6.4%,-2.8%,-0.3%,-1.0%,i,0.3
O=c1c2ccccc2nc(SCCN2CCCCC2)n1CCc1ccccc1,1.1,-4.7%,-12.4%,.,.,-0.3%,-0.7%,3.9%,i,0.3
CC(C)C(=O)NCCCc1ccccc1,1.1,-6.1%,-1.8%,15.4%,12.2%,-7.6%,-1.0%,-0.5%,i,1.9
Cc1cccc(-n2cc(CNCCc3nc(C)cc(C)n3)c(-c3cccc(F)c3)n2)c1,.,.,-6.0%,.,.,-4.4%,.,0.3%,i,0.3
CC1CCCCN1C(=O)Cn1c(=O)n(-c2ccc(F)cc2)c(=O)c2sccc21 (stereo not drawn),1.1,-1.3%,-6.0%,-6.1%,-8.8%,-5.5%,1.4%,3.3%,i,0.3
O=C(NC(=S)Nc1cc(S(=O)(=O)N2CCOCC2)ccc1N1CCOCC1)C1CCCC1,1,-2.1%,8.0%,-1.5%,-5.4%,-7.5%,-1.0%,11.8%,.,.
CCCc1cc(=O)[nH]c(SCC(=O)NC(=O)OCC)n1,1.1,-5.1%,9.1%,-10.8%,-10.9%,-1.7%,0.7%,1.3%,i,0.5
Nc1cc(Cl)ccc1C(=O)OCC(=O)NC(=O)NCc1ccccc1,1.1,-5.4%,3.3%,9.6%,8.3%,-1.9%,-2.1%,1.9%,i,1.1
COc1ccc(-c2nnc(SCc3c(C)noc3C)o2)cc1,1.1,-0.5%,5.9%,-1.8%,-0.3%,-1.4%,-0.7%,10.3%,i,0.3
COc1ccc(N2CCN(C(=O)CCS(=O)(=O)c3cccc4nsnc34)CC2)cc1,1.2,-18.3%,9.0%,9.8%,25.4%,-2.3%,0.8%,1.7%,i,0.0

# The closing 5 records of the part before lead into the next.
SMILES,TNAP activation fold,XIAP antagonists,P. falciparum M17LAP,PMI inhibitors,PMI inhibition,LYP phosphatase,CSM14.1 death rescue,P. falciparum M1AAP,Myeloid diff 2,Myeloid diff 2 GFP+ MAC1+ %
O=C(NC(=S)Nc1cc(S(=O)(=O)N2CCOCC2)ccc1N1CCOCC1)C1CCCC1,1,-2.1%,8.0%,-1.5%,-5.4%,-7.5%,-1.0%,11.8%,.,.
CCCc1cc(=O)[nH]c(SCC(=O)NC(=O)OCC)n1,1.1,-5.1%,9.1%,-10.8%,-10.9%,-1.7%,0.7%,1.3%,i,0.5
Nc1cc(Cl)ccc1C(=O)OCC(=O)NC(=O)NCc1ccccc1,1.1,-5.4%,3.3%,9.6%,8.3%,-1.9%,-2.1%,1.9%,i,1.1
COc1ccc(-c2nnc(SCc3c(C)noc3C)o2)cc1,1.1,-0.5%,5.9%,-1.8%,-0.3%,-1.4%,-0.7%,10.3%,i,0.3
COc1ccc(N2CCN(C(=O)CCS(=O)(=O)c3cccc4nsnc34)CC2)cc1,1.2,-18.3%,9.0%,9.8%,25.4%,-2.3%,0.8%,1.7%,i,0.0
COc1ccc2[nH]c3c(=O)n(CCCCC(=O)N4CCC(C(N)=O)CC4)c(=S)[nH]c3c2c1,1,-0.8%,-12.4%,-12.0%,-3.0%,-7.6%,-1.4%,7.7%,i,0.6
O=C(CCS(=O)(=O)c1ccc(Cl)cc1)Oc1ccc2c(c1)OCO2,1.2,-11.5%,-6.6%,4.9%,15.9%,-6.8%,-0.3%,4.6%,i,0.7
COc1ccccc1-c1noc(CCC(=O)Nc2cccc(C)c2)n1,1.1,-1.4%,10.5%,-5.8%,-2.2%,-7.3%,0.3%,3.4%,i,0.6
O=C(CN(Cc1cccs1)S(=O)(=O)c1ccc(S(=O)(=O)NC2CCCCC2)cc1)Nc1ccccc1,1,-4.8%,13.3%,-4.2%,-12.2%,-5.3%,-1.2%,4.7%,i,0.4
S=c1[nH]cnc2sc(Nc3ccccc3)nc12,.,.,1.2%,.,.,0.6%,.,12.2%,i,0.5
O=C(CN(Cc1ccccc1)S(=O)(=O)c1ccccc1)N/N=C/c1ccccc1C(=O)O,1.1,-21.9%,.,15.1%,6.6%,-5.2%,0.7%,.,i,0.5
Cc1ccc(NC(=O)CSCC(=O)NCCc2ccccn2)c(C)c1,1.1,-7.1%,-2.1%,-2.7%,1.0%,-4.2%,-0.8%,1.7%,i,0.7
COC(=O)Cn1cnc2c(cnn2-c2ccccc2)c1=O,1.1,-2.8%,-1.2%,-11.8%,-14.4%,-1.5%,-1.8%,-4.3%,i,0.1
Cc1c(C(=O)N2CCOCC2)sc2ncn(CC(=O)N3CCC(C)CC3)c(=O)c12,1,-0.5%,1.0%,-0.2%,3.6%,-6.5%,.,2.8%,i,1.1
COc1ccc(NC(=O)c2nc[nH]c2C(=O)N2CCN(C(=O)OC(C)(C)C)CC2)cc1,.,.,8.6%,.,.,1.6%,.,0.9%,i,1.6
CC(C)(C)c1csc(NC(=O)c2ccc(Cl)s2)n1,1,-3.7%,-62.4%,-2.7%,-12.1%,1.2%,-4.1%,-2.7%,i,0.8
COc1cc(NC(=S)NC2CC2)c(OC)cc1Cl,1,-7.7%,1.9%,-3.3%,1.5%,-4.8%,-3.1%,2.6%,i,0.3
O=C(COC(=O)CNC(=O)c1ccc(F)cc1)Nc1cccc(S(=O)(=O)N2CCCC2)c1,1.1,-0.4%,5.8%,8.0%,11.8%,-4.1%,-0.1%,2.6%,i,0.5
CC1CCCN(CCCCOc2cccc(Br)c2)C1 (stereo not drawn),1.1,-7.7%,-0.2%,-11.1%,-11.2%,-6.3%,-2.1%,-0.4%,i,2.6
O=C(NCc1ccccc1)NC12CC3CC(CC(C3)C1)C2,.,.,11.8%,.,.,-5.8%,.,3.6%,i,0.1
O=C(COC(=O)c1ccco1)Nc1ccccc1,1,-5.7%,-0.3%,6.2%,11.5%,-10.5%,1.7%,-5.6%,i,1.2
Cc1cc(N2CC(=O)N(CCc3ccccc3)C(=O)C2)n2ncnc2n1,1.1,-5.5%,-3.6%,13.9%,0.2%,-1.6%,2.5%,-4.8%,i,0.4
Cc1cccc2nc(-c3cccnc3)c(NCCC(C)C)n12,2,-1.5%,-12.6%,8.9%,19.1%,-7.8%,-0.1%,13.9%,i,0.9
CC1CC(C)CN(CCC(=O)Nc2ccc3c(c2)CCC3)C1 (stereo not drawn),1.1,-10.2%,-7.7%,9.1%,12.2%,-8.6%,-1.5%,2.4%,i,1.6
CC(C)[C@H](CO)Nc1nc(Nc2ccc(Cl)c(C(=O)O)c2)c2ncn(C(C)C)c2n1,.,.,1.6%,.,.,-9.5%,.,4.5%,i,1.1
O=C(Nc1cccc(F)c1)c1ccc(Cn2cc([N+](=O)[O-])cn2)o1,1.1,-6.1%,8.1%,-4.0%,4.3%,-4.7%,-1.0%,-4.6%,i,0.1
N#C/C(=C(/O)c1ccc(F)cc1)c1nc2ccccc2s1,1.1,-7.6%,9.1%,2.3%,8.8%,2.0%,-0.6%,12.1%,i,0.4
CCN(CC)C(=O)CN1C(=O)C(=O)c2ccccc21,1,-8.4%,-0.9%,8.8%,17.6%,-4.1%,-1.2%,8.0%,i,2.0
CC1(C)NC(=O)N(CC(=O)OCC(=O)Nc2cccc(S(N)(=O)=O)c2)C1=O,1,-1.9%,5.1%,-7.2%,0.7%,15.5%,-0.2%,4.7%,i,0.2
CCn1cc(C2=NC(CCSC)CO2)c2ccccc21 (stereo not drawn),1.1,-0.7%,1.2%,-1.1%,6.0%,-2.9%,0.2%,-7.6%,i,0.5
Cc1ccc(NC(=O)C(C)OC(=O)CCNS(=O)(=O)c2ccc(C)cc2)cc1 (stereo not drawn),1.1,-3.6%,-2.2%,-7.5%,-5.3%,0.8%,3.0%,5.5%,i,0.3
CCNc1nc(NC(C)C)nc(OCCOC(=O)Nc2ccccc2)n1,1,-7.1%,10.7%,-2.9%,2.0%,-0.7%,0.2%,2.1%,i,7.2
COc1cccc2c1OC1(C)CC2NC(=O)N1c1cccc(C(=O)N2CCN(c3ccccc3)CC2)c1 (stereo not drawn),1,-5.0%,4.6%,-1.5%,-3.2%,-5.6%,0.3%,6.1%,i,0.3

# Results in PMI inhibition, for some of the entries so far:
compound,PMI inhibition
N#C/C(=C(/O)c1ccc(F)cc1)c1nc2ccccc2s1,8.8%
CCn1cc(C2=NC(CCSC)CO2)c2ccccc21 (stereo not drawn),6.0%

# Random draw from the library; overall some 2.7% were active at least once.
